# Scp1 inh: Scp-1 (human) phosphatase inhibition. Q9GZU7. Recombinant Scp1, phosphopeptide, malachite green phosphate absorbance. inhibition, % at 20 µM. actives 0.88% (n = 340,000);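 active = inhibition above about 50% at 20 µM, limit read from the data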;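 note: plate controls were DMSO wells with enzyme for no effect and wells lacking enzyme for full effect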
# Target sequence (Q9GZU7 76-261 limits assumed): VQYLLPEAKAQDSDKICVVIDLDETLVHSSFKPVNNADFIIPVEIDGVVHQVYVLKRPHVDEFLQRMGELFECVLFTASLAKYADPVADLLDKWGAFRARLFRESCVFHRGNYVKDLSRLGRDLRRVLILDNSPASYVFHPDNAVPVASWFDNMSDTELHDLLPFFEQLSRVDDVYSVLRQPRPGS
#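 Test system: SCP-1 phosphatase catalytic domain, residues 76-261 | Compound dosing: One concentration, 20 µM, with 1.0% DMSO | Schedule: 45 min room-temperature reaction, 5 min colour, 30 min stabiliser | Detection: Absorbance at 630 nm | Read-out basis: % inhibition of SCP-1 phosphate liberation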
# STEP block: STEP (human) phosphatase inhibition. P54829. recombinant STEP, OMFP fluorogenic substrate, fluorescence. inhibition, % at 20 µM. actives 0.25% (n = 360,000). AID 588621;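 active = inhibition at 20 µM, scaled per plate between control wells, above about 37%, limit read from the data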;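 note: 0% = DMSO with enzyme and substrate and 100% = substrate only without enzyme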
#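 Measure: Control-normalized % inhibition with plate pattern correction | Test system: STEP phosphatase, cell-free reaction | Medium: pH 6.0 Bis-Tris with DTT and Tween 20 | Technique: Fluorescence, 480/540 nm | Times: Reaction 20 min, ambient temperature | Doses: Single compound dose of 20 µM, 1% DMSO final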
# DNMT1 block: DNMT1 (human) enzyme inhibition; P26358; DNMT1 molecular beacon, Hinp1I cleavage, fluorescence; inhibition (reported as % activation of signal), % at 10 µM; actives 0.83% (n = 360,000); in the data active = inhibition above about 50%
# SUMO1 PPI mod: SUMO1-SIM interaction modulation | SUMO1 binding to a labelled peptide, TR-FRET, 1 h | inhibition, % at 20 µM | actives 0.33% (n = 360,000) | AID 602429; in the data active = inhibition above about 37%
# LMPTP block: blocks human LMPTP phosphatase | P24666 | recombinant LMPTP-A, OMFP fluorogenic substrate, fluorescence intensity | inhibition, % at 20 µM | actives 0.22% (n = 360,000);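 active = compounds that cut the enzyme signal by at least half of the control window in the single-dose screen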;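 note: plate controls were DMSO wells with enzyme plus substrate for no effect and substrate without enzyme for full effect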
# Target sequence (P24666 whole entry, looked up): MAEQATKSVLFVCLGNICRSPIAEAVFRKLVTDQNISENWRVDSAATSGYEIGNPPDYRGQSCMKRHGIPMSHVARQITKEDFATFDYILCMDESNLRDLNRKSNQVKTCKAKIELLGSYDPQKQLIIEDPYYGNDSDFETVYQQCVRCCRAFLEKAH
#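 test system = LMPTP-A | amount = 0.625 nM LMPTP-A final | reagent = fluorogenic phosphatase substrate OMFP at 400 µM final | incubation = 50 min at room temperature | benchmarks = no-enzyme low control, uninhibited high control | medium = Bis-Tris pH 6.0, DTT, detergent | signal = fluorescence intensity of OMFP turnover product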
# Neddyl block: cullin neddylation inhibition; P61081+Q13564; TR-FRET cullin neddylation, biochemical; calls only at 25 µM; actives 0.58% (n = 360,000); AID 651699; in the data active = inhibition above about 36%
# NadD block: NadD (S. aureus) enzyme inhibition. inhibition, % at 20 µM. purified NadD enzyme, colorimetric absorbance read-out. actives 0.78% (n = 360,000); in the data active = inhibition above about 26%; note: some compounds past the cut are filed as inactive
# CSN deneddyl inh: inhibitors of human CSN-mediated cullin deneddylation | actives 0.38% (n = 360,000) | Q92905 | AID 651999 | inhibition, % at 12.5 µM | Purified CSN, SCF-Nedd8-OG deneddylation, fluorescence polarization;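 active = pattern-corrected inhibition above about 35%, with an unprinted fluorescence ratio check between 0.5 and 1.5, limit read from the data, passing the limit was not always enough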;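 note: 0% = enzyme with substrate and 100% = substrate without enzyme; some results filed as inactive read as strong as hits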
# Target sequence (Q92905 whole entry, looked up, one chain of several): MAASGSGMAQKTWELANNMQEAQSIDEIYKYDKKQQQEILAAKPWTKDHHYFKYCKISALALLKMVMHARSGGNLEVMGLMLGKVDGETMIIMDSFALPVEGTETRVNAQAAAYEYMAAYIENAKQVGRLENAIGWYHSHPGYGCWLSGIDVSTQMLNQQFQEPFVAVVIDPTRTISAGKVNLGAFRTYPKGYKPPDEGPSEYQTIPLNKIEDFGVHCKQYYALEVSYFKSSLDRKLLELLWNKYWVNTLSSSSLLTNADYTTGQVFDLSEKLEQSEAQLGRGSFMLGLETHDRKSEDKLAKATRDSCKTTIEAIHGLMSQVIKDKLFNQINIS
#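 Assay system: Purified human Csn5 enzyme expressed in HEK293T cells | Amount: Enzyme 0.24 nM | Measured by: Fluorescence polarization readout | Medium: Tris/NaCl/DTT buffer, pH 7.5 | Compound dosing: One concentration, 12.5 µM, 0.25% DMSO | Times: 90 min incubation of compound, enzyme and substrate at room temperature | Control set: no-enzyme wells high, enzyme-with-substrate wells low | Read-out: % inhibition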
# Rin1-Abl PPI inh: inhibitors of human Rin1-Abl protein interaction. P00519+Q13671. TR-FRET Rin1/Abl binding, biochemical. inhibition, % at 7.35 µM. actives 0.4% (n = 360,000); in the data active = inhibition above about 5%, passing the limit was not always enough
# Rpn11 block: Rpn11 (human) deubiquitinase inhibition; O00487; human 26S proteasome, Ub4-pepOG fluorescence polarization; 20S core pre-blocked with epoxomicin; calls only at 20 µM; actives 0.59% (n = 360,000);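 active = inhibition at 20 µM, scaled to each plate's controls, above about 33%, limit read from the data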
# Target sequence (O00487 whole entry, looked up): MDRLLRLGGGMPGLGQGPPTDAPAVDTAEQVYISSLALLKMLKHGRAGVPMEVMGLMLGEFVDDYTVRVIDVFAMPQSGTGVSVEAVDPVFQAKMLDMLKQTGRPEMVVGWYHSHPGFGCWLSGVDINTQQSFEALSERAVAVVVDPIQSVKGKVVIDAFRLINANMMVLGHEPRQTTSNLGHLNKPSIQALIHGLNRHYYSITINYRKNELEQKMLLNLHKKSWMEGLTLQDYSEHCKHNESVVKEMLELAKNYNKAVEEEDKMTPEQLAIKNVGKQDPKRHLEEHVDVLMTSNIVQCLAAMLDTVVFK
# * = called active by the depositor; i = inactive; . = no result given; + = active, no number.
# Fields: DNMT1 block, LMPTP block, NadD block, Rin1-Abl PPI inh, SUMO1 PPI mod, STEP block, Rpn11 block, Scp1 inh, Neddyl block, CSN deneddyl inh
- O=c1oc(-c2cccs2)nc2ccc(Cl)cc12
    0, 0.3, -1, 3, 6, -1, i, -1, i, -2
- Cn1c(=O)[nH]c(=O)c2c1nc(SCC(O)CO)n2CCCc1ccccc1 (stereo not given)
    2, -0.2, 5, 6, 1, 1, i, -5, i, 3
- CC(C)c1ccccc1-n1cc[nH]c1=S
    1, -1.4, 0, -5, 3, 2, i, -5, i, 2
- COc1ccccc1N1CCN(/N=C/c2cccc(OC)c2O)CC1
    -2, 0.0, 2, 3, -2, 0, i, 3, i, 1
- Clc1cccc(CN2CCCCCC2)c1
    -5, -1.4, 1, 1, 1, -2, i, -5, i, -8
- Cn1cc(/C=N/n2cnc3sc4c(c3c2=O)CCCC4)c2ccccc21
    0, 2.9, 4, 0, -1, -1, i, -4, i, 0
- CCOC(=O)/C(C#N)=C1/C=CN(c2ccc(C)cc2)C=N1
    2, -1.6, -2, -5, -19, 0, i, -8, i, -3
- O=C(COc1ccc2c3c(c(=O)oc2c1)CCC3)Nc1ccc(CCO)cc1
    7, -1.6, 3, -2, 17, 7, +, 0, i, 14
- Cc1ccc(S(=O)(=O)CCOC(=O)CNC(=O)OCc2ccccc2)cc1
    2, -1.9, -1, 3, 1, -2, i, ., i, 6
- CCCC1=NN(C(=O)C(=O)Nc2ccc(Br)cc2)C(O)(C(F)(F)F)C1 (stereo not given)
    -7, -0.9, -7, 1, -3, 1, i, -8, i, -1
- Cc1ccc(F)c(CNC(=O)C2CCC(=O)N(CCN3CCOCC3)C2)c1F (stereo not given)
    1, -0.4, -2, 4, 1, -3, i, 5, i, -3
- COC(=O)CCC(=O)Nc1cccc(Br)c1
    2, -0.4, -7, 1, 2, -6, i, 0, i, -3
- Cc1cnc([N+](=O)[O-])n1CCOC(=O)NC(=O)c1ccc(F)cc1
    1, -0.5, -1, -1, -6, 0, i, 1, i, 3
- Cc1c(C(=O)N2CCC3(CC2)CC(=O)c2ccccc2O3)cccc1[N+](=O)[O-]
    -1, -0.8, -3, -2, -6, -1, i, -1, i, 0
- Cc1cc(C)n2nc(SCC(=O)N/N=C/c3ccccc3F)nc2n1
    1, -1.1, 7, -3, 1, -3, i, -5, i, -4
- CC1(C)CC(=O)C(Sc2ccccc2[N+](=O)[O-])=C(O)C1
    -1, -1.5, 1, 2, -3, -1, i, -10, i, 1
- O=C(CCSc1ccc(Cl)cc1)N1CCN(S(=O)(=O)c2ccccc2)CC1
    -2, 0.4, -5, -2, -5, 0, i, -9, i, 4
- N#Cc1c(/N=C/N2CCCC2)oc(-c2ccccc2)c1-c1ccccc1
    -4, 5.2, 3, -4, -7, -1, i, 6, i, -2
- CC(=O)Nc1ccc(-c2ccnc3c2CC(C(=O)NCCc2ccccc2)O3)cc1 (stereo not given)
    1, -0.9, -1, 2, 6, -1, i, ., i, 3
- CCOC(=O)C(Cc1ccccc1)c1ccnc2ncnn12 (stereo not given)
    1, -0.4, 1, 3, 0, 1, i, -4, i, -3
- CCCN(CC1CC1)S(=O)(=O)c1ccc(-n2cnnn2)c(OC)c1
    -5, -1.4, -4, -1, 0, -1, i, -4, i, 1
- CC[C@H](C)[C@@H]1NC(=O)c2cc([N+](=O)[O-])cc(F)c2NCCCC[C@@H](C(N)=O)NC(=O)[C@H](CC(N)=O)NC1=O
    -2, -3.0, -1, -1, -25, -2, i, 0, i, -2
- CCCC(=O)Nc1nc2ccc(NC(=O)c3c(F)c(F)c(OC)c(F)c3F)cc2s1
    -13, 1.3, -2, -1, 0, 1, i, -8, i, -2
- C[C@H]1CN(S(=O)C(C)(C)C)[C@H](CCO)/C1=C\CCO (stereo not given in full)
    2, -1.6, 2, -4, 3, -1, i, -8, i, 4
- Cc1cc(Cn2nc(C(=O)NCC3CC3)cc2-c2ccccc2)on1
    -3, -0.4, 0, -2, 1, 2, i, -5, i, 4
- CCNC(=O)COC(=O)CCNC(=O)c1cccc(C)c1
    0, -1.0, -1, 0, 2, -3, i, 6, i, -6
- Cc1cc(C)n(-c2nc(SCC(=O)O)c3c4c(sc3n2)COC(C)(C)C4)n1
    0, -0.5, 3, 3, 12, 0, i, -5, i, -6
- Cc1onc(-c2c(F)cccc2Cl)c1C(=O)NC1CCSC1=O (stereo not given)
    1, -0.1, -4, -2, -3, 0, i, -5, i, -2
- COc1ccc(CCNC(=O)C2CCN(S(=O)(=O)c3ccc(OC)c(OC)c3)CC2)cc1
    4, -1.4, -2, -3, 3, -2, i, -5, i, -5
- Cc1nn(C)c(C)c1CNC(=O)Nc1ccc(Cl)cc1
    0, -1.5, -5, -2, -4, -1, i, -6, i, -4
- O=C(CN1CCN(C(=O)c2cccc(S(=O)(=O)N3CCCC3)c2)CC1)Nc1cccc(F)c1
    -2, -0.3, -2, 1, 0, 3, i, 4, i, -6
- Cc1ccc(S(=O)(=O)/N=C(/Nc2ccc([N+](=O)[O-])cc2[N+](=O)[O-])c2ccccc2)cc1
    -3, -0.3, 3, 2, -35, 1, i, 12, i, 6
- N#Cc1sc2nc3c(c(-c4cccnc4)c2c1N)CCC3
    -2, -2.3, -4, 6, -13, 0, i, -3, i, 7
- COc1ccc(-c2cc(C(=O)Nc3ccc(C)c(N)c3)c3ccccc3n2)cc1
    -12, 1.0, 3, -1, -12, -1, i, 13, i, 4
- N#CC(c1ccccc1O)N1N=C(c2ccccc2)CC1c1ccccc1 (stereo not given)
    -10, 1.3, -6, -1, -9, -2, i, -3, i, 3
- COc1cc(C(=O)NC2CCN(Cc3nnnn3Cc3cccs3)CC2)cc(OC)c1OC
    -2, -0.8, -2, -1, -1, -1, i, -20, i, 8
- Cc1ccc(S(=O)(=O)NC[C@H]2O[C@@H](n3cnc4c(N)ncnc43)[C@H](O)[C@@H]2O)cc1
    2, -1.4, 4, 5, 4, 2, i, ., i, -5
- Cc1ccc(C)c(Nc2nc3ccccc3[nH]2)c1
    1, 1.4, -4, -5, 1, 1, i, 3, i, 0
- COc1ccc(CCN2CC(O)=C(c3nc4ccccc4c(=O)[nH]3)C2=N)cc1OC
    -1, 1.1, 3, 3, -3, 1, i, -8, i, -2
- Cc1cc(C)c2nc(N(CCCN(C)C)C(=O)c3ccc(S(=O)(=O)N4CCCCCC4)cc3)sc2c1
    -2, -1.9, 3, 3, -43, 0, i, 9, i, -3
- O=C(Cc1ccc(NC(=O)C2CCN(C(=O)C3CCC3)CC2)cc1)Nc1cccc(C(=O)N2CCCCC2)c1
    0, -1.4, 4, 2, 2, 0, i, 0, i, 5
- CN1CCN(S(=O)(=O)c2ccc(N(C)Cc3cccc(F)c3)nc2)CC1
    0, -1.0, -1, 1, -1, -2, i, -3, i, -1
- O=C1CC(N2CCN(Cc3ccc4c(c3)OCO4)CC2)C(=O)N1Cc1ccc(N2CCCC2=O)cc1 (stereo not given)
    3, -2.1, 0, -3, -2, -2, i, -5, i, -1
- COc1ccc2c(c1)CCC1C2=NN(/C(C)=C\C(C)=O)C1c1ccc(F)cc1 (stereo not given)
    -11, -0.3, 11, 0, -1, -3, +, -1, i, 30
- COCCOC(=O)N/C=C\c1nc2ccccc2c(=O)[nH]1
    2, -0.4, 2, 1, 1, -1, i, 5, i, -10

# Two of the compounds above, with tabs:
compound	DNMT1 block	LMPTP block	NadD block	Rin1-Abl PPI inh	SUMO1 PPI mod	STEP block	Rpn11 block	Scp1 inh	Neddyl block	CSN deneddyl inh
O=C(Cc1ccc(NC(=O)C2CCN(C(=O)C3CCC3)CC2)cc1)Nc1cccc(C(=O)N2CCCCC2)c1	0	-1.4	4	2	2	0	i	0	i	5
CN1CCN(S(=O)(=O)c2ccc(N(C)Cc3cccc(F)c3)nc2)CC1	0	-1.0	-1	1	-1	-2	i	-3	i	-1

# (continued)
# Fields: DNMT1 block, LMPTP block, NadD block, Rin1-Abl PPI inh, SUMO1 PPI mod, STEP block, Rpn11 block, Scp1 inh, Neddyl block, CSN deneddyl inh
- COc1ccc(C(=O)N/N=C/c2ccc(OC(=O)c3cccc4ccccc34)c([N+](=O)[O-])c2)cc1
    53*, 7.0, 30, -2, -16, 7, i, 92*, i, -8
- C=CCn1c(SCc2ccc(Cl)c(Cl)c2)nnc1C(CO)NC(=O)c1ccc(OC)cc1 (stereo not given)
    -6, 0.0, -3, -2, -2, -2, i, 5, i, 4
- CCS(=O)(=O)N1CCCC(C(=O)NCCCN2CCCC2=O)C1 (stereo not given)
    0, -2.9, 4, 0, -5, -5, i, -7, i, 1
- O=c1[nH]c(C2CCN(S(=O)(=O)c3ccc(C(F)(F)F)cc3)CC2)nc2c1nnn2Cc1ccccc1
    0, 2.2, 16, -2, 5, 2, i, -3, i, 5
- CC(NC(=O)CCCCCCN1C(=O)c2ccccc2C1=O)c1ccc2c(c1)CCCC2 (stereo not given)
    1, 1.8, -3, -1, -3, 3, i, -8, i, -6
- C[C@@]12C(=O)N(CC3CCCO3)CC(=O)N1[C@H]1c3cc(Cl)ccc3OC[C@@H]1[C@@H]2c1ccccc1 (stereo not given in full)
    0, -0.2, -5, 3, 0, -1, i, -5, i, -3
- CSc1ccc(NC(=O)Nc2cccn(Cc3ccccc3F)c2=O)cc1
    18, 2.8, -11, -1, 0, -1, i, -11, i, -5
- CN(C)C(CNC(=O)c1cccs1)c1ccco1 (stereo not given)
    0, -0.4, -1, 1, 0, -1, i, -12, i, 2
- Cn1c(N)c(C(=O)CSc2n[nH]c(N)n2)c(=O)n(C)c1=O
    1, -0.7, 8, 2, 0, -3, i, 1, i, 2
- CCOC(=O)C1CCCN(C(=O)c2c(-c3ccccc3Cl)noc2C)C1 (stereo not given)
    -1, -2.3, -5, 1, 1, 3, i, -1, i, -2
- CCCc1nc(N2CCCC2)c(C#N)c2c1CCCC2
    -1, 2.5, 21, 0, 0, 0, i, -5, ., -6
- Cc1ccc(S(=O)(=O)Nc2nccs2)cc1[N+](=O)[O-]
    -4, 1.0, -2, 0, -1, 0, i, -3, i, -11
- O=C1NC[C@H](Cc2ccc(O)cc2)N(C[C@@H]2CCCN2C[C@H](Cc2ccccc2)N2C[C@H](Cc3ccc(O)cc3)N(CCc3ccccc3)C(=O)C2=O)C1=O
    ., 4.5, 18, ., 3, ., ., ., i, 3
- O=S(=O)(Cc1ccccc1)N(O)c1ccccc1
    -15, -1.2, 4, -2, 2, -2, i, -5, i, -1
- O=C(CO/N=C/c1ccccc1O)NNC(=O)c1ccccc1Cl
    -3, -0.1, -1, -4, 2, -2, i, -3, i, -1
- CCOC(=O)c1ccc(CNC(=O)c2n[nH]c(=O)c3ccccc23)o1
    9, 0.0, 2, -2, -3, -1, i, -9, i, 7
- Cc1ccc(S(=O)(=O)Cc2ccc(C(=O)N3CCCC3)o2)cc1
    5, -1.7, 1, 1, 1, -2, i, -3, i, -2
- Cc1ccc(-c2cc3nc(NCCc4ccncc4)n(C)c(=O)c3s2)cc1
    14, 2.7, 11, -3, -5, 0, i, ., i, 19
- Cc1ccccc1C(=O)NC1CCN(CC(=O)NCc2ccccc2)CC1
    -1, -1.2, -4, 1, -7, -2, i, 1, i, 3
